IL2 activator: qHTS of IL-2 Activators | IL-2 activation reporter assay, cell-based qHTS; stimulated with anti-CD3/CD4/CD28 beads; in transgenic mouse T cells | activation, % (series mostly up to about 46 µM) | hit rate 0.065% among 360,000; in the data active = activation above about 50%; inconclusive = mostly about 30% to 49%; also: 0% is about no effect
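Using fluorescent plate cytometry, EGFP and DsRed are detected in transgenic mouse T cells stimulated 18 h at 37 degrees C with antibody-coated beads after 60 min compound pretreatment.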
FUS yeast rescue: qHTS for Suppressors of FUS Proteinopathy: Primary screen using FUS-linked yeast assay. S. cerevisiae FUS-expressing, growth rescue, OD600, 24 h. Potency, µM (series often up to 76.6 µM), for the others: at the top dose growth rescue (activation), usual class: activators. hit rate 0.24% among 390,000. AID 1347120, 2019;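 also: potency is read from the fitted curve at half-maximal effect; plate controls were DMSO vehicle for no effect and reference control for full effect; nearly all actives have a fitted effect of over 55% in size; some results filed as inactive show a strong effect at the top dose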
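Toxicity suppression screen in FUS-yeast. Cells induced with 2% galactose, starting OD 0.005, treated 24hr at 30C with compounds at multiple final concentrations; growth by OD600.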
Abeta rescue: qHTS for compounds that reverse cellular toxicity of Amyloid beta (A-beta) peptide in yeast: Primary Screen; yeast expressing A-beta42, growth rescue, OD600, 48 h; response scale: 0% DMSO, 100% iron-clioquinol control; Potency, µM (doses to about 46.1 µM), inactives show top-dose growth rescue, most hits filed as activators; hit rate 0.063% among 410,000; also: potency is read from the fitted curve at half-maximal effect; nearly all actives have a fitted effect of over 55% in size
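Yeast growth medium received pinned compounds, then yeast cells expressing toxic A-beta were added; plates incubated at 30 C for 48 hr. Growth read as absorbance at 600 nm, normalized to DMSO and equimolar FeCl3 plus clioquinol controls.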
EPAC1 ag: qHTS for Agonist of cAMP-regulated guanine nucleotide exchange factor 3 (EPAC1): primary screen; Rap guanine nucleotide exchange factor 3 (Homo sapiens), O95398; EPAC1 agonist qHTS, biochemical assay; response scale: 100% = response to 6.5 mM cAMP; Potency, µM (titrated, usually from 154 µM), for inactives: top-dose activation, hits mostly activators; hit rate 0.073% among 360,000; AID 720707, 2013; also: potency is read from the fitted curve at half-maximal effect; nearly all actives have a fitted effect of over 60% in size
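Read-out is the fluorescence drop as BODIPY-GDP leaves Rap1B (480 nm excitation, 540 nm emission), recorded every 5 minutes over 30 minutes. Reactions held 100 nM EPAC1, 250 nM Rap1B–BODIPY-GDP and 50 uM GDP, with 6.5 mM cAMP setting full activation.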
PI5P4Ka inh: qHTS for Inhibitors of phosphatidylinositol 5-phosphate 4-kinase (PI5P4K); AID 652105, 2013; max response, %; hit rate 1.2% among 330,000; PI5P4Kalpha enzyme, ADP-Glo luminescence, 60 min; stronger effect = lower value; active = max response of -50% or lower; inconclusive = between -30% and -50%; inactive = -30% or higher; also: value at the top dose of about 77 µM; % is scaled to controls: 0 for no effect and ±100 for the full control effect
Target sequence (P48426 whole entry, looked up): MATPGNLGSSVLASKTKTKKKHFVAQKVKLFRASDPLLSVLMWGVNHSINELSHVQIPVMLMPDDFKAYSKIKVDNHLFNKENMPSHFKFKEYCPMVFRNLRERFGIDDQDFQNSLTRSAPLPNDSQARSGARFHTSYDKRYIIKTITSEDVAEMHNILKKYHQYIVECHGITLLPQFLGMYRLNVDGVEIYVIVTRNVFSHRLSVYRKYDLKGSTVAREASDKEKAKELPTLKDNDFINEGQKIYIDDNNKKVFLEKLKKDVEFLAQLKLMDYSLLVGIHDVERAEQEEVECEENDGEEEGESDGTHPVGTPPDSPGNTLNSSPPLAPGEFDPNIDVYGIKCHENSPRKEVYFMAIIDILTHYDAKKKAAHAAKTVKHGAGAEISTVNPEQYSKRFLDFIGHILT
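Reactions run in 0.038 M HEPES pH 7.4, 0.28 mM EGTA, 0.1% CHAPS and 5% DMSO, with PI5P4Kalpha, substrate, compound and 5 microM ATP final, one hour at room temperature. Readout is ADP-Glo luminescence.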
WRN helicase inh: qHTS for Inhibitors of WRN Helicase; Potency, µM (series often up to 114 µM), without a hit: at the highest dose activity change, negative = inhibition, most hits filed as inhibitors; hit rate 0.46% among 360,000; AID 651768, 2012; WRN helicase unwinding, fluorescent forked duplex, kinetic; also: potency is read from the fitted curve at half-maximal effect; % is scaled to controls: 0 for no effect and ±100 for the full control effect; nearly all actives have a fitted effect of over 55% in size
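Kinetic fluorescence helicase assay: unwinding of a quenched forked DNA duplex (100 nM final) with 2 mM ATP final raises red fluorescence (525/598 nm). Compounds sat 15 min at room temperature with 20 nM WRN beforehand.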
PLK1 PBD block: qHTS for Inhibitors of PLK1-PDB (polo-like kinase 1 - polo-box domain): Primary Screen; Plk1 PBD binding of FITC phosphopeptide, fluorescence polarization; Potency, µM, for inactives: max response, negative = inhibition, actives largely listed as inhibitors; hit rate 2.8% among 360,000; also: potency is read from the fitted curve at half-maximal effect; series mostly up to about 57 µM; % is scaled to controls: 0 for no effect and ±100 for the full control effect; nearly all actives have a fitted effect of over 65% in size
Target sequence (P53350 whole entry, looked up, the tested form may be a part): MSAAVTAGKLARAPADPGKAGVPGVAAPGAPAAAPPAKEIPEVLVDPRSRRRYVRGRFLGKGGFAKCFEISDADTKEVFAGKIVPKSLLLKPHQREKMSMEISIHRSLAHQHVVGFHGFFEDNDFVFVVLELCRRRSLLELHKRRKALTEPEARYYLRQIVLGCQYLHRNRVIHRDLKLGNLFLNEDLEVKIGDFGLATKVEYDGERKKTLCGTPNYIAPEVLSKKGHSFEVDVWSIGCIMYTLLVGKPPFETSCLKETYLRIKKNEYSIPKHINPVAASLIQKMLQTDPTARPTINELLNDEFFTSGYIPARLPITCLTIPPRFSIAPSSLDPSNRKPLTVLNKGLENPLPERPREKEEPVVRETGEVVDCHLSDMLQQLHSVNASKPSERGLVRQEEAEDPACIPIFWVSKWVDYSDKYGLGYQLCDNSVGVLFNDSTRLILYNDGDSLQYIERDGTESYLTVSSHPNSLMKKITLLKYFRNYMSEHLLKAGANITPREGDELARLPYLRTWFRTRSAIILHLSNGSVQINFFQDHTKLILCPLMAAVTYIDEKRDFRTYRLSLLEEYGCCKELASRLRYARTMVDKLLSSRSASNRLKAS
EPAC1 antagonist: qHTS for Antagonist of cAMP-regulated guanine nucleotide exchange factor 3 (EPAC1): primary screen; EPAC1 GEF assay, Rap1b-BODIPY-GDP exchange fluorescence; Potency, µM (highest dose often 115 µM), without a hit: at the highest dose activity change, negative = inhibition, hits mostly inhibitors; Rap guanine nucleotide exchange factor 3 (Homo sapiens), O95398; hit rate 0.14% among 360,000; AID 720709, 2013;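 also: potency is read from the fitted curve at half-maximal effect; plate controls were vehicle for no effect and positive control for full effect; nearly all actives have a fitted effect of over 50% in size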
* hit, by the source's call; ? = inconclusive; . = no result given; [ ] = another dose, or the depositor's remark. Unless noted, calls follow the shape of the dose curve; as a rule, active = well fitted curve in the direction sought with a large enough effect; inconclusive = small, poorly fitted or top-dose-only effect, or another doubt; inactive = no such curve, though single readings can be large; an effect the other way counts as inactive or inconclusive.

SMILES	IL2 activator	FUS yeast rescue	Abeta rescue	EPAC1 ag	PI5P4Ka inh	WRN helicase inh	PLK1 PBD block	EPAC1 antagonist
CCN(CC(=O)Nc1ccc(NC(C)=O)cc1)C(=O)CSC(=S)N1CCCC1	-0.4	14%	15%	-7%	0	2%	-2%	1%
Cc1ccc(S(=O)(=O)NCC(c2ccccc2)N2CCN(CCC#N)CC2)cc1 (stereo unspecified)	-1.9	5%	8%	4%	-4	3%	-8%	12%
COc1ccc(-c2nc(N)nc(N)n2)c(O)c1	0.8	6%	-11%	-11%	-20	2%	-24%	0%
COCCCNC(=O)/C=C/c1ccc(Cl)cc1Cl	-2.0	-5%	31%	7%	-4	1%	-2%	-15%
Cc1cc(Br)cn2c(Cc3ccccc3C(F)(F)F)c(-c3ccccc3)nc12	0.6	9%	5%	5%	5	-6%	-1%	-15%
CN(Cc1c(F)cccc1Cl)C(=O)c1cc2ccccc2o1	0.1	10%	-8%	6%	7	-5%	-8%	-20%
O=C(CN(Cc1cccs1)C(=O)CNS(=O)(=O)c1ccccc1)NCc1ccco1	-3.3	.	-4%	-4%	0	-18%	-6%	12%
CCOc1cc(C(=O)Nc2nnc(CC)s2)ccc1OCC(=O)N1CCOCC1	0.7	-7%	-17%	-5%	-6	-18%	-1%	0%
Cc1ccc(S(=O)(=O)NC[C@H]2O[C@@H](n3cnc4c(N)ncnc43)[C@H](O)[C@@H]2O)s1	-0.3	-1%	4%	-5%	-1	1%	-20%	0%
O=C(Cc1ccccc1)N1N=C(c2ccncc2)CC1(O)C(F)(F)F (stereo unspecified)	0.0	6%	.	8%	1	4%	-2%	-9%
N/C(COc1cccc(C(F)(F)F)c1)=N\NC(=O)c1cccnc1Oc1ccccc1	-2.3	37%	-5%	5%	4	-5%	-8%	0%
CCS(=O)(=O)c1ccc2oc(SCC(=O)Nc3ccc(OC)cc3)nc2c1	0.2	-23%	3%	7%	-1	-1%	-11%	-6%
CCOC(=O)C1=C(c2ccccc2)O/C(=C(\C(=O)OC)C(F)(F)F)S1	-0.4	-1%	15%	0%	16	0%	0%	-11%
CCOC(=O)CSc1nc(-c2ccccn2)ncc1OC	-1.0	17%	7%	3%	3	0%	-12%	-10%
CCOC(=O)N1CCN(C(=O)c2ccc(S(=O)(=O)Nc3ccccc3)cc2)CC1	-1.2	.	11%	-2%	-4	-5%	11%	-7%
OC(CC#CCN1CCOCC1)(c1ccccc1)c1ccccc1	0.0	-17%	2%	13%	-4	-1%	-4%	3%
CC(=O)Oc1cc(O)c2c(=O)c(OC(C)=O)c(-c3ccc(OC(C)=O)c(OC(C)=O)c3)oc2c1	-0.1	6%	-1%	-21%	-98*	?	-17%	?
CC(C)C[C@@H](CN1CCC[C@H]1CN1C(=O)C(=O)NC[C@@H]1Cc1ccccc1)N1C[C@H](Cc2ccccc2)N(CC2CCCCCC2)C(=O)C1=O	-0.6	40%	1%	-4%	-1	-9%	-5%	0%
CC(=O)Nc1ccccc1C(=O)N1CCN(Cc2ccccc2)CC1	0.8	0%	-13%	-9%	1	2%	-26%	-6%
O=C(N/N=C/c1ccc[nH]1)c1cc(-c2cccs2)nc2ccccc12	-3.2	12%	-3%	9%	-16	-2%	-4%	-13%
CCOc1ccc(S(=O)(=O)Nc2cccc(C(=O)N3CC(C)OC(C)C3)c2)cc1 (stereo unspecified)	-0.3	12%	8%	2%	-2	-4%	0%	8%
Cc1nc2ccc(NC(=O)c3ccc(Cl)c(S(=O)(=O)N(C)c4ccccc4)c3)cc2s1	20	10%	-11%	17%	-2	-18%	59%[activator]	1%
Cc1ccc(S(=O)(=O)NNC(=S)Nc2ccc(Cl)cc2)cc1	-0.7	3%	16%	3%	-2	-13%	0%	0%
CCOC(=O)c1sc(NC(=O)CSc2nc(C)cc(C(F)(F)F)n2)c(C#N)c1C	8.9	0%	3%	1%	.	-13%	3µM*	1%
Cc1cc(-c2nnc(SCC(=O)Nc3ccc(Cl)cn3)n2N)n[nH]1	1.6	-11%	1%	13%	-4	1%	-4%	-22%
CC1CCN(C(=O)COc2coc(CN3CCc4ccccc43)cc2=O)CC1	-1.6	50%	14%	3%	2	-2%	-8%	-4%
CNc1ccccc1C(=O)OC	-0.6	-36%	4%	15%	-3	3%	-7%	-3%
Cc1c(OCC(=O)OC(C)C)ccc2c3c(c(=O)oc12)CCC3	-1.9	25%	-10%	6%	0	0%	-21%	-10%
Cc1ccc(N2C(=O)c3ccccc3C2C(=O)c2ccc(C)c(C)c2O)cc1 (stereo unspecified)	-0.5	16%	-15%	6%	8	-33%	-13%	?
CCOC(=O)c1ccc(NC(=O)N2CCN(c3ccccn3)CC2)cc1	-2.0	15%	1%	7%	.	-4%	-2%	-3%
CCN(CC(=O)Nc1ccccc1C(F)(F)F)C(=O)c1cccc(S(=O)(=O)N2CCN(C)CC2)c1	-3.6	21%	3%	-2%	3	-5%	-14%	-18%
O=C(/C=C/c1ccccc1)NCCS(=O)(=O)N1CCN(c2ccc(F)cc2)CC1	-3.3	-3%	-5%	1%	-3	-9%	-3%	5%
CC(C)(C)C(=O)Nc1c(Cl)cccc1OC(F)(F)F	2.6	0%	0%	-10%	4	10%	-13%	1%
Cc1cc(-c2nnc(CCC(=O)NC(c3ccccc3)c3ccccc3)o2)no1	1.0	-1%	-1%	16%	1	2%	-5%	-18%
Cc1ccc(-c2n[nH]c(Cc3ccccc3)n2)cc1	-0.6	-5%	-2%	7%	2	-5%	-5%	-7%
c1ccc(CNCc2ccc(CNCc3ccccc3)cc2)cc1	-1.7	-25%	8%	-10%	-5	-3%	-1%	5%
CC1(C)CC2CC(C)(CN2S(=O)(=O)c2ccc(C(=O)Nc3ccc(Cl)c(S(=O)(=O)N4CCOCC4)c3)cc2)C1 (stereo unspecified)	0.2	.	-7%	-3%	5	-2%	-8%	-4%
Cc1cccn2c(=O)c3cc(C(=O)NCCN4CCOCC4)c(=N)n(Cc4ccc(F)cc4)c3nc12	-2.4	13%	11%	5%	4	2%	-9%	-5%
O=C(NC1CCCC1)c1cccc2c1C(=O)c1ccc(/C=C/c3ccccc3)cc1S2(=O)=O	-0.3	12%	7%	4%	-2	1%	15%	0%
C=C(C)CN(CC)C(=O)CSc1ccc(S(=O)(=O)N2CCN(C)CC2)cn1	0.2	8%	-6%	3%	-9	17%	-5%	16%
CN(C)S(=O)(=O)c1ccc2oc(SCC(=O)NCC(F)(F)F)nc2c1	-1.5	14%	12%	10%	-4	0%	-8%	0%
Cn1ccc2c(N3CCC3)cc3c(c21)C1CCC3O1 (stereo unspecified)	2.1	31%	1%	0%	-4	-8%	0%	10%
FC(F)(F)c1ccc(Sc2n[nH]c(C(F)(F)F)n2)nc1	2.9	26%	-93%[inhibitor]	2%	-6	-11%	-5%	-5%
COc1ccc(S(=O)(=O)N2CCN(C(=O)c3cc4c(s3)CCCC4)CC2)cc1	-0.5	24%	-26%	6%	-4	-8%	-11%	-23%
CC1CC(=O)C2=C(C1)Nc1ccccc1N(C(=O)COc1ccccc1)C2c1ccco1 (stereo unspecified)	7.4	15%	-6%	-1%	9	-14%	-4%	-2%
COc1ccc(Br)c(C(=O)OCC(=O)NC2CC2)c1	0.7	-7%	10%	7%	4	3%	-3%	-11%
COc1cc(C(=O)OC(C)CN2CCCCC2)cc(OC)c1OC (stereo unspecified)	-0.1	-30%	4%	-1%	1	8%	-16%	-5%
Cc1cccc(N(CC(=O)NC(C)(C)C)C(=O)CNC(=O)c2cccs2)c1C	1.4	-14%	11%	9%	3	0%	4%	-6%
CC(=O)N/C(=C/c1ccc(Cl)cc1)C(=O)NCCc1c[nH]c2ccccc12	-2.2	.	-4%	-7%	-4	-10%	-7%	-22%

Taken from above (9 entries):
SMILES	IL2 activator	FUS yeast rescue	Abeta rescue	EPAC1 ag	PI5P4Ka inh	WRN helicase inh	PLK1 PBD block	EPAC1 antagonist
CN(C)S(=O)(=O)c1ccc2oc(SCC(=O)NCC(F)(F)F)nc2c1	-1.5	14%	12%	10%	-4	0%	-8%	0%
Cn1ccc2c(N3CCC3)cc3c(c21)C1CCC3O1 (stereo unspecified)	2.1	31%	1%	0%	-4	-8%	0%	10%
FC(F)(F)c1ccc(Sc2n[nH]c(C(F)(F)F)n2)nc1	2.9	26%	-93%[inhibitor]	2%	-6	-11%	-5%	-5%
COc1ccc(S(=O)(=O)N2CCN(C(=O)c3cc4c(s3)CCCC4)CC2)cc1	-0.5	24%	-26%	6%	-4	-8%	-11%	-23%
CC1CC(=O)C2=C(C1)Nc1ccccc1N(C(=O)COc1ccccc1)C2c1ccco1 (stereo unspecified)	7.4	15%	-6%	-1%	9	-14%	-4%	-2%
COc1ccc(Br)c(C(=O)OCC(=O)NC2CC2)c1	0.7	-7%	10%	7%	4	3%	-3%	-11%
COc1cc(C(=O)OC(C)CN2CCCCC2)cc(OC)c1OC (stereo unspecified)	-0.1	-30%	4%	-1%	1	8%	-16%	-5%
Cc1cccc(N(CC(=O)NC(C)(C)C)C(=O)CNC(=O)c2cccs2)c1C	1.4	-14%	11%	9%	3	0%	4%	-6%
CC(=O)N/C(=C/c1ccc(Cl)cc1)C(=O)NCCc1c[nH]c2ccccc12	-2.2	.	-4%	-7%	-4	-10%	-7%	-22%

Compound activity deposited in PubChem by National Center for Advancing Translational Sciences (NCATS).
